PfHsp90 yeast 2: growth inhibition of yeast expressing Plasmodium Hsp90 | S. cerevisiae expressing PfHsp90, BacTiter-Glo ATP, 48 h; yeast lacking PDR1 and PDR3 efflux regulators | inhibition, % at 9.4 µM | hit rate 0.32% among 310,000;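 active = every replicate shows inhibition above about 80%, whatever the replicate mean, limit read from the data; inconclusive = mean inhibition reaches the set limit but some replicate falls short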;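 also: 0% = DMSO neutral controls and 100% = 20 µM radicicol positive controls; yeast relying on Plasmodium falciparum Hsp90 in place of its own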
Rtt109 HAT inh: inhibitors of Candida albicans Rtt109/Vps75 histone acetyltransferase; purified Rtt109/Vps75, ThioGlo CoA-SH fluorescence, 4 h; inhibition, % at 34.9 µM; Q5AAJ8; hit rate 0.16% among 330,000;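 active = inhibition of at least 50% in every replicate; inconclusive = best replicate reaches 50% inhibition but some replicates fall short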
Target sequence (Q5AAJ8 whole entry, looked up): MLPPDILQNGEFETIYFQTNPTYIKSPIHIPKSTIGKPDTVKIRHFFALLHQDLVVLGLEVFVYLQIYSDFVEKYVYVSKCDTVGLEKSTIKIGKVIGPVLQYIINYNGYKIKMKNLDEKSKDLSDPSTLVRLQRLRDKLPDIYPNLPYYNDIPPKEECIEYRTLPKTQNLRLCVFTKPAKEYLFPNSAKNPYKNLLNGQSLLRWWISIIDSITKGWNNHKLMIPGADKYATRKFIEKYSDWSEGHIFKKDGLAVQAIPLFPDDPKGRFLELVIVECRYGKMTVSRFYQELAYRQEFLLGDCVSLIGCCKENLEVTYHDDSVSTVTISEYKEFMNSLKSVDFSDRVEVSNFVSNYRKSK
DAGLB inhibitor: blocks human DAGLB lipase activity; HEK293T DAGLB membrane lysate, EnzChek fluorogenic substrate; inhibition, % at 5.17 µM; hit rate 0.059% among 340,000; in the data active = inhibition above about 34%;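 also: 0% = enzyme with vehicle and 100% = wells lacking enzyme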
Target sequence (Q8NCG7 whole entry, looked up): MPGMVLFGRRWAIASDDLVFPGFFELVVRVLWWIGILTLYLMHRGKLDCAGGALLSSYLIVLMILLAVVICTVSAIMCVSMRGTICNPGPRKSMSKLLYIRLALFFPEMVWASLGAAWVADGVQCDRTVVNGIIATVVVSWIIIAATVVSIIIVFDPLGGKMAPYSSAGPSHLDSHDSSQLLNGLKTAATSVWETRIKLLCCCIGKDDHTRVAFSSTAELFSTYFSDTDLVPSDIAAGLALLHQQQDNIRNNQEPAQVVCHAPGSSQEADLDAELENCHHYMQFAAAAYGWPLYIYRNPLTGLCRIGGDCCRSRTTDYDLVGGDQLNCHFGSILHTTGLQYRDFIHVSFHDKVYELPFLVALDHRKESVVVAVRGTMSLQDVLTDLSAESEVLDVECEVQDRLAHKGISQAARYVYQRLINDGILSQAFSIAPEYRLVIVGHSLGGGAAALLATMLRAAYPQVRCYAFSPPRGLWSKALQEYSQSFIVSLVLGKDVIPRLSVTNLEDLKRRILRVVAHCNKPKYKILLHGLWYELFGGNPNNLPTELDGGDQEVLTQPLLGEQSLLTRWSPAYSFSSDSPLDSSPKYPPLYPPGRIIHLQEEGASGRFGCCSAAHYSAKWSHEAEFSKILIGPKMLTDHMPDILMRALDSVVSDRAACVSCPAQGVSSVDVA
Ecoli viability: counter-screen for AddAB inhibitors: E. coli growth inhibition. hit rate 0.27% among 330,000. E. coli V3065 growth, OD600 absorbance, 18 h. inhibition, % at 11.9 µM;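 active = inhibition above the campaign's mean inhibition across all tested compounds plus 3 SD, cut at about 9.9% in these data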;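 also: uninfected addAB+ strain grown without phage in ampicillin broth; 0% = DMSO wells and 100% = ciprofloxacin 0.95 µg/ml wells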
AddAB inh: less growth of phage-infected E. coli with AddAB; E. coli expressing H. pylori AddAB, absorbance growth; hit rate 0.29% among 330,000; inhibition, % at 11.9 µM; in the data active = inhibition above about 12%;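 also: 0% = vehicle wells of infected cells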
phage Ecoli inh: E. coli growth loss with phage present | growth absorbance | inhibition, % at 11.9 µM | hit rate 0.26% among 360,000 | AID 651602; in the data active = inhibition above about 11%
Tat export inh: blocks Tat-dependent protein export in E. coli; E. coli MC4100 TorA-mCherry Tat export, fluorescence; inhibition, % at 10 µM; hit rate 0.036% among 340,000; AID 488895;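 active = mean replicate inhibition at least 50% and at least half of replicates individually reaching 50%; inconclusive = only one of the two criteria met; inactive = neither criterion met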;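 also: exported cargo escapes ClpAP degradation while cytoplasmic cargo is degraded and loses fluorescence; 0% = median of neutral control wells and 100% = median of NaSCN control wells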
Wnt bcat act: activates Wnt/beta-catenin signaling in a reporter cell assay; activator, plate reader; AID 743398; activation, % at 9.35 µM; hit rate 1.2% among 300,000; in the data active = activation above about 30%, passing the limit was not always enough; inconclusive = no clear call, values can overlap the other calls;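 also: 0% = neutral control wells and 100% = positive control wells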
CAL PDZ inh: human CAL PDZ-peptide interaction inhibition | inhibition, % at 20 µM | purified CAL PDZ, TMR-peptide fluorescence polarization, 1 h | Q9HD26 | hit rate 0.02% among 330,000;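 active = highest replicate inhibition of at least 40%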;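 also: plate controls were DMSO neutral control wells for no effect and unlabeled competitor peptide control wells for full effect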
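System: purified tagged CAL PDZ domain construct (CerCALP). Schedule: 1 h incubation at room temperature before polarization reading. Medium: 25 mM sodium phosphate pH 7.4, 150 mM NaCl, TCEP, IgG, Thesit. Read-out: percent inhibition from loss of millipolarization. Measured by: FP readout, S and P plane fluorescence. Probe or stimulus: fluorescent TMR peptide probe.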
PvdQ acylase: P. aeruginosa PvdQ acylase inhibition | purified PvdQ acylase, fluorescence plate reader | inhibition, % at 10 µM | hit rate 0.063% among 340,000; in the data active = inhibition above about 30%, passing the limit was not always enough; inconclusive = no clear call, values can overlap the other calls;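 also: 0% = vehicle neutral wells and 100% = reference inhibitor wells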
* hit, by the source's call; ? = inconclusive; . = no result given.

SMILES	PfHsp90 yeast 2	Rtt109 HAT inh	DAGLB inhibitor	Ecoli viability	AddAB inh	phage Ecoli inh	Tat export inh	Wnt bcat act	CAL PDZ inh	PvdQ acylase
O=C(Oc1ccccc1)c1ccc2nccnc2c1	.	-2	-5	-2.2	2.4	1.1	6	-2	-0.4	2
S=c1[nH]cnc2sc(Nc3ccccc3)nc12	3	-1	-14	.	.	0.8	-8	6	-0.3	5
COC(=O)Cn1cnc2c(cnn2-c2ccccc2)c1=O	5	13	1	1.2	2.6	-0.4	-5	1	-2.2	10
COc1ccc(C(=O)NC(C)Cn2nc(C)cc2C)cc1OC1CCN(C(C)=O)CC1 (stereo not given)	-31	10	0	.	.	2.0	9	-1	0.8	-4
Cc1ccc(NC(=O)CSCC(=O)NCCc2ccccn2)c(C)c1	3	0	1	2.6	4.6	3.3	-1	1	-1.0	3
O=C(CN(Cc1ccccc1)S(=O)(=O)c1ccccc1)N/N=C/c1ccccc1C(=O)O	3	-2	2	0.5	4.4	3.5	3	-2	-0.6	21
CCCN1CCN(C(=O)c2ccc(Sc3ccc(C)cc3)c(NC(C)=O)c2)CC1	.	2	2	-0.7	0.8	0.5	6	-2	-2.5	-3
Cc1c(C(=O)N2CCOCC2)sc2ncn(CC(=O)N3CCC(C)CC3)c(=O)c12	.	-2	-4	-0.9	1.7	.	-11	.	2.3	9
S=C(NCc1cccnc1)Nc1ccc(Oc2ccccc2)cc1	10	-7	-3	2.2	7.3	7.9	14	-5	-2.7	0
C/C(=N\NC(=O)c1ccncc1)c1ccc(NC(=O)c2ccc(Cl)cc2)cc1	8	-14	0	0.3	3.4	1.0	0	23	-1.7	-8
COc1cc(NC(=S)NC2CC2)c(OC)cc1Cl	-3	.	-1	0.3	2.5	3.6	3	-2	-2.6	9
Cc1ccc(C(=O)NC2CC3CCCC(C2)N3Cc2ccccc2)cc1 (stereo not given)	17	-1	-1	0.4	-2.2	1.0	7	0	-1.6	-18
CC(C)(C)c1csc(NC(=O)c2ccc(Cl)s2)n1	-41	12	-8	2.0	1.7	3.6	0	.	-0.7	-9
COc1ccc(NC(=O)c2nc[nH]c2C(=O)N2CCN(C(=O)OC(C)(C)C)CC2)cc1	-10	9	1	-3.6	0.6	1.6	-1	-3	1.2	-2
Cn1nc(C(F)(F)F)c(C(=O)Nc2ccc(Cl)cc2)c1Cl	-13	9	-2	-0.2	1.6	1.8	6	.	-1.1	2
CC1CCCN(CCCCOc2cccc(Br)c2)C1 (stereo not given)	1	19	2	0.4	2.4	0.6	-4	-5	-1.2	9
CCCCc1cc(=O)oc2cc(OCC(=O)N(CC)CC)c(Cl)cc12	-13	1	0	-2.7	3.1	2.0	-4	1	-0.2	2
Cc1cccc(C)c1NC(=S)N/N=C/c1ccc(OCCC(C)C)cc1	.	-19	-7	-0.8	4.8	3.7	4	.	-0.9	-8
O=C(COC(=O)CNC(=O)c1ccc(F)cc1)Nc1cccc(S(=O)(=O)N2CCCC2)c1	-31	4	0	-0.4	1.5	7.0	1	-2	-3.1	-5
O=C(COC(=O)c1ccco1)Nc1ccccc1	-5	-3	-1	-0.4	2.1	3.5	9	-2	-1.0	-11

Next part; it opens with the 3 that closed the last part.
SMILES	PfHsp90 yeast 2	Rtt109 HAT inh	DAGLB inhibitor	Ecoli viability	AddAB inh	phage Ecoli inh	Tat export inh	Wnt bcat act	CAL PDZ inh	PvdQ acylase
Cc1cccc(C)c1NC(=S)N/N=C/c1ccc(OCCC(C)C)cc1	.	-19	-7	-0.8	4.8	3.7	4	.	-0.9	-8
O=C(COC(=O)CNC(=O)c1ccc(F)cc1)Nc1cccc(S(=O)(=O)N2CCCC2)c1	-31	4	0	-0.4	1.5	7.0	1	-2	-3.1	-5
O=C(COC(=O)c1ccco1)Nc1ccccc1	-5	-3	-1	-0.4	2.1	3.5	9	-2	-1.0	-11
Cc1ccc(S(=O)(=O)N2CCN(C(=O)/C=C/c3ccccc3)CC2)cc1C	-7	1	0	.	.	0.9	7	-7	-0.4	-13
c1ccc2c(CN3CCSCC3)cccc2c1	9	2	-5	0.5	5.5	0.1	-1	-1	.	-10
CC[C@@H](C)[C@H](N)C(=O)NC[C@H]1O[C@@H](n2cnc3c(N)ncnc32)[C@H](O)[C@@H]1O	-2	3	-2	-2.7	-0.4	4.9	-1	1	2.3	1
Cc1ccc(C(=O)NC(C)c2ccc3c(c2)OCO3)s1 (stereo not given)	-7	2	0	0.5	3.1	3.7	6	-1	-1.2	-6
CCn1c(SCC(=O)N2CCCCC2)nc2c1c(=O)n(C)c(=O)n2C	13	0	-2	0.1	1.0	-0.7	-2	-3	-2.5	-7
O=C(NCc1ccccc1)NC12CC3CC(CC(C3)C1)C2	28	-17	-2	0.8	1.7	-0.1	15	5	-0.3	0
O=C(Nc1ccccc1)c1ccco1	2	0	-1	.	.	4.5	2	1	-0.5	-6
Cc1cc(N2CC(=O)N(CCc3ccccc3)C(=O)C2)n2ncnc2n1	-17	-1	2	-0.8	-1.6	2.9	-3	.	-0.9	-10
CC1CC(C)CN(CCC(=O)Nc2ccc3c(c2)CCC3)C1 (stereo not given)	13	39	-2	1.5	2.7	5.7	-4	-4	-2.3	1
Cc1cccc2nc(-c3cccnc3)c(NCCC(C)C)n12	-61	11	-5	0.9	-0.2	-1.3	-18	-2	2.0	10
Cc1ccc(-c2[nH]nc3c2C(c2ccoc2)C(C#N)=C(N)O3)cc1C (stereo not given)	26	13	2	-0.4	-0.4	.	-4	.	-3.2	-12
COc1cccc(CN(C(=O)COc2ccc(C)cc2)C2CCS(=O)(=O)C2)c1 (stereo not given)	0	-9	-1	-1.4	1.2	0.5	4	1	-0.4	-9
COc1ccc(/C=N/NC(=O)c2ccccc2)cc1OS(=O)(=O)c1ccccc1	8	.	0	1.2	2.5	6.1	0	-1	-5.5	-4
CCN1CCN(C(=S)NC(=O)c2cccs2)CC1	-16	-9	-1	-3.3	2.0	1.4	8	0	-0.5	-15
Cc1[nH]n(-c2cccc3ccccc23)c(=O)c1/C=N/c1sc2c(c1C#N)CCC2	10	16	3	-2.5	3.0	0.5	-7	1	0.8	7
CCCc1cc(=O)[nH]c(SCC(=O)NC(=O)OCC)n1	16	4	0	0.5	-0.4	0.5	-9	.	0.1	8
CC(=O)N(C(C)=O)c1cccc(N(Cc2ccccc2)Cc2ccccc2)c1	-25	-4	-6	.	.	2.4	12	-1	0.0	-16
COc1ccc(-c2nnc(SCc3c(C)noc3C)o2)cc1	21	2	-3	0.6	1.5	1.3	-2	0	-2.0	2
CCOC(=O)Cn1nc(C)c(-c2ccccc2)c1N	.	.	0	0.8	2.3	-0.6	7	.	-1.6	-9
CCCSc1nnc(-c2c[nH]c3ccccc23)n1CC	4	-4	0	0.4	0.6	4.7	6	5	0.8	-3
Nc1cc(Cl)ccc1C(=O)OCC(=O)NC(=O)NCc1ccccc1	-3	4	-1	0.3	2.8	0.0	-10	-5	0.6	-28
CCOc1ccc(N2C(=O)CSC2=S)cc1	-2	3	-3	-2.9	3.8	1.5	-7	-1	0.3	-10
COc1ccc(C2(O)C(=O)Nc3ccc(C)cc32)cc1OC (stereo not given)	9	4	-5	-1.7	3.4	-0.2	-4	0	0.1	3
COc1ccc(C2CC(=O)C=C(NCC3CCCO3)C2)cc1 (stereo not given)	8	3	-3	-0.5	-0.8	1.3	0	-6	-1.1	-5
CCc1nn(CC(=O)NCCc2ccc(S(N)(=O)=O)cc2)c(=O)c2cc3sccc3n12	12	30	0	-0.9	4.4	.	-7	.	-1.4	2
COc1ccc(N2CCN(C(=O)CCS(=O)(=O)c3cccc4nsnc34)CC2)cc1	-8	4	-3	0.3	2.5	0.7	-5	-9	-0.9	24
COc1ccccc1-c1noc(CCC(=O)Nc2cccc(C)c2)n1	9	3	-4	0.5	2.7	0.8	13	.	-0.9	9
O=C(CCS(=O)(=O)c1ccc(Cl)cc1)Oc1ccc2c(c1)OCO2	-11	-4	-7	-4.8	0.3	0.0	-3	.	-0.6	-6
Cc1c(O)cc2n(c1=O)-c1ccc(Cl)cc1C2(C)C	9	8	5	0.1	-0.4	3.2	-4	-1	-0.3	8
Cc1ccc(C(=O)N[C@H](C(=O)OCc2cc(=O)n3c(n2)sc2ccccc23)C(C)C)cc1	-1	-10	-2	-4.2	0.2	0.6	-7	-4	-0.7	-9

Full records, looked up by structure:
CCc1nn(CC(=O)NCCc2ccc(S(N)(=O)=O)cc2)c(=O)c2cc3sccc3n12 across the screens: PfHsp90 yeast 2: 12; Rtt109 HAT inh: 30; DAGLB inhibitor: 0; Ecoli viability: -0.9; AddAB inh: 4.4; phage Ecoli inh: .; Tat export inh: -7; Wnt bcat act: .; CAL PDZ inh: -1.4; PvdQ acylase: 2
COc1ccc(C2CC(=O)C=C(NCC3CCCO3)C2)cc1 (stereo not given) across the screens: PfHsp90 yeast 2: 8; Rtt109 HAT inh: 3; DAGLB inhibitor: -3; Ecoli viability: -0.5; AddAB inh: -0.8; phage Ecoli inh: 1.3; Tat export inh: 0; Wnt bcat act: -6; CAL PDZ inh: -1.1; PvdQ acylase: -5

(more compounds)
SMILES	PfHsp90 yeast 2	Rtt109 HAT inh	DAGLB inhibitor	Ecoli viability	AddAB inh	phage Ecoli inh	Tat export inh	Wnt bcat act	CAL PDZ inh	PvdQ acylase
COc1ccc2[nH]c3c(=O)n(CCCCC(=O)N4CCC(C(N)=O)CC4)c(=S)[nH]c3c2c1	-8	-3	-1	1.6	1.7	.	-8	-4	0.2	-7
CC(=O)C1=C(O)C(=O)N(CCCn2ccnc2)C1c1ccc(Br)cc1 (stereo not given)	3	-2	3	0.7	1.6	3.2	-3	16	-3.1	-5
CN(C)/C=N/c1sc2c(c1C#N)CCCCC2	-1	3	0	1.9	4.1	3.8	-7	7	-1.3	12
CN(C)c1ccc(C(O)P(=O)(OCc2ccccc2)c2ccc(N(C)C)cc2)cc1 (stereo not given)	.	.	.	0.7	6.7	-0.8	.	-5	.	.
O=C(COC(=O)c1ccncc1)Nc1ccccc1	2	5	1	0.9	-0.2	-0.5	-10	5	-1.1	-7
Cc1ccnc(NC(=O)c2c(-c3ccccc3Cl)noc2C)c1	1	1	1	-1.9	-2.5	4.5	-4	6	-2.7	-12
COc1ccc(C)cc1-n1nnnc1SCC(=O)NC1CCCC1	.	22	-2	.	.	2.2	1	-3	-2.0	5
COc1cccc(NC(=O)CCN2C(=O)c3ccccc3Sc3ncccc32)c1	-40	7	0	1.5	1.9	0.4	-3	1	-2.7	-16
Cc1cc2oc3ccc(NCCCn4ccnc4)cc3c(=O)c2cc1C	1	-19	2	-0.4	0.2	5.5	3	?	-0.1	-10
CCn1c(=O)n(C)c2c(=O)n(C)c(=O)n(C)c21	.	4	0	.	.	-1.0	-7	-3	0.4	10
O=C(O)c1cccnc1Nc1ccc(Cl)cc1	18	3	0	-0.2	3.1	5.1	-18	-1	-0.3	10
O=C(CN(Cc1cccs1)S(=O)(=O)c1ccc(S(=O)(=O)NC2CCCCC2)cc1)Nc1ccccc1	0	-3	1	-0.9	0.7	-0.1	18	-4	-2.0	-7
